From PubChem BioAssay
CHX counter: Cycloheximide Counterscreen for Small Molecule Inhibitors of Shiga Toxin; 12% of 300,000 active; max response, %; cell reporter, cycloheximide protein synthesis inhibition counterscreen; AID 2314, 2010; in the data active means max response mostly above about 13%, no sharp cut-off; inactive means mostly below about 14%; further: read at 38.3 µM for the half of the compounds with a filed dose; 0% is about no effect
LmPK inh: qHTS Assay for Inhibitors of Leishmania Mexicana Pyruvate Kinase (LmPK) | purified LmPK, Kinase-Glo ATP luminescence, 1 h | Q27686 | 0.37% of 290,000 active | Potency, µM (top dose mostly 57.5 µM), inactives show at the top dose activity change, negative = inhibition, usual class: inhibitors; further: potency means the concentration at half of the fitted maximal effect; on the % scale 0 is the no-effect control and ±100 the full control effect
Target sequence (Q27686 whole entry, looked up): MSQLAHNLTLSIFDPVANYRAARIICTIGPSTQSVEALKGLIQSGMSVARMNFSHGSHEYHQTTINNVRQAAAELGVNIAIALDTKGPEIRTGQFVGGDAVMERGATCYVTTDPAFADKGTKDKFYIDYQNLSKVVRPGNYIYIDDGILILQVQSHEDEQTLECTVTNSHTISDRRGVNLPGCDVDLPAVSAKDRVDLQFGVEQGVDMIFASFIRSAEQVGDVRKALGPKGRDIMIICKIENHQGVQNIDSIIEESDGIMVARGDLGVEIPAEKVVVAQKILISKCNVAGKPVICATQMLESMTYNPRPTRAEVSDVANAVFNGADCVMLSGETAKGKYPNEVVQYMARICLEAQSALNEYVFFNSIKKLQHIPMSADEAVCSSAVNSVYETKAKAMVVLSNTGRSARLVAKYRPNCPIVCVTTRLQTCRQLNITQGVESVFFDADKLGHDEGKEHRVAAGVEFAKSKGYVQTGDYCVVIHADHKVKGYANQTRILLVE
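Purified LmPK (0.1 nM) with 0.5 mM PEP and 0.1 mM ADP in imidazole buffer pH 7.2 with MgCl2/KCl, 1 h at room temperature. ATP formed was read by luciferase luminescence and normalized to no-enzyme and uninhibited controls.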
Shiga toxin inh: A qHTS for Small Molecule Inhibitors of Shiga Toxin; Vero cells, Shiga toxin protein synthesis inhibition reporter; 9.2% of 290,000 active; inhibition, % at 38.7 µM; in the data active means inhibition mostly above about 28%, no sharp cut-off; inactive means mostly below about 43%; further: 0% is about no effect
Pf growth 48h: Primary qHTS for delayed death inhibitors of the malarial parasite plastid, 48 hour incubation; P. falciparum luciferase growth in erythrocytes, 48 h; Potency, µM (doses to about 28.7 µM), without a hit: at the top dose activity change, negative = inhibition, most hits filed as inhibitors; 5.9% of 310,000 active; AID 504832, 2011; further: potency means the concentration at half of the fitted maximal effect; on the % scale 0 is the no-effect control and ±100 the full control effect
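In quantitative HTS format, infected erythrocytes bearing luciferase-reporter parasites were treated for a single generation at 37 C. Luminescence after adding detection reagent served as the growth measure.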
Pf growth 96h: Primary qHTS for delayed death inhibitors of the malarial parasite plastid, 96 hour incubation; AID 504834, 2011; Potency, µM (top dose mostly 28.7 µM), for inactives: at the highest dose activity change, negative = inhibition, most hits filed as inhibitors; 6.9% of 320,000 active; P. falciparum luciferase reporter growth, 96 h; further: potency means the concentration at half of the fitted maximal effect; on the % scale 0 is the no-effect control and ±100 the full control effect
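Compounds incubated with erythrocytes infected by luciferase-expressing P. falciparum (2% hematocrit, 0.05% parasitemia final) for 96 hours, 37 C in 5% CO2. Growth inhibition scored as decreased luciferase luminescence.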
AmpC no deterg: qHTS Inhibitors of AmpC Beta-Lactamase (assay without detergent); AmpC nitrocefin hydrolysis, absorbance 480 nm, 0.0001% Triton; P00811; AID 485341, 2010; Potency, µM (top dose mostly 57.1 µM), for inactives: at the top dose activity change, negative = inhibition, usual class: inhibitors; 0.52% of 330,000 active;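 further: potency means the concentration at half of the fitted maximal effect; plate controls were no compound for no effect and no enzyme for full effect; nearly all actives have a fitted effect of over 20% in size; some results filed as inactive show a strong effect at the top dose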
Target sequence (P00811 whole entry, looked up): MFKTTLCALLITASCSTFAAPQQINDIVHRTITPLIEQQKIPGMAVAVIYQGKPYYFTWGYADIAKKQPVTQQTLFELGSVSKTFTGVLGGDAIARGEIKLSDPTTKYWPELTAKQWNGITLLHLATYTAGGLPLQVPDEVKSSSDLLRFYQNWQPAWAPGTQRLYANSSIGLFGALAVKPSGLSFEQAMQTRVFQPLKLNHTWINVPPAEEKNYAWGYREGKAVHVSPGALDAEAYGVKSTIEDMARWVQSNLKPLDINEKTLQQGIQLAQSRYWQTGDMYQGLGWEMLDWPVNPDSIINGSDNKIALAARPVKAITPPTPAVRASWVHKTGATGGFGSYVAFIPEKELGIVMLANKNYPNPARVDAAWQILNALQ
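20 mM phosphate pH 7.0 + 0.01% (detergent screen) or 0.0001% Triton X-100; 5.3 nM AmpC reagent; cpd preinc 15 min RT; nitrocefin (800 uM stock) to start; A480 q20 s × 4 min; Activity was normalised to no-enzyme and no-compound control wells.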
TbPYK inhibitor: qHTS of Trypanosoma Brucei Inhibitors. TbPYK enzyme, Kinase-Glo Plus ATP luminescence, 45 min. Potency, µM (series often up to 76.8 µM), for the others: at the top dose activity, negative = inhibition, most hits filed as inhibitors. AID 624173, 2012. 0.12% of 410,000 active; further: potency means the concentration at half of the fitted maximal effect; on the % scale 0 is the no-effect control and ±100 the full control effect; nearly all actives have a fitted effect of over 50% in size
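TbPYK + substrate in 50 mM TEA pH 7.2, 100 mM KCl, 10 mM MgCl2, 0.05% BSA, 0.01% Tween-20; cpd pinned; ADP 130 uM final; 45 min RT; Kinase-Glo Plus 10 min; luminescence endpoint.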
An asterisk follows results filed as active; i = inactive; ? = inconclusive; . = no result given; [ ] = dose if it differs, or a comment. Unless noted, the call rests on the fitted dose curve; in most records, active means well fitted curve in the direction sought with a large enough effect; inconclusive means small, poorly fitted or top-dose-only effect, or another doubt; inactive means no such curve, though single readings can be large; an effect the other way counts as inactive or inconclusive.

The first 5 records (preview)
SMILES	CHX counter	LmPK inh	Shiga toxin inh	Pf growth 48h	Pf growth 96h	AmpC no deterg	TbPYK inhibitor
COc1ccc(S(=O)(=O)N(C)C)cc1NC(=O)CSC(C)C(=O)Nc1cc(C)on1 (stereo not drawn)	.	.	.	-10%	?	-2%	-3%
CCN1C(=O)CC(N2CCN(CC(=O)NC(C)C)CC2)C1=O (stereo not drawn)	-3	-1%	-11	?	1%	-18%	4%
CCOC(=O)CSC1=N/C(=C/c2ccc(-n3cncn3)cc2)C(=O)N1C(C)=O	-4	3%	-3	25%	16%	0%	3%
CCCCn1nc(C(=O)N(C)CC(=O)Nc2cccc(F)c2)c2ccccc2c1=O	.	.	.	?	2%	0%	5%
CC(C)CC(=O)Nc1ccc(C(=O)COc2ccc(-c3nnco3)cc2)cc1	-3	2%	19	?	2.1µM*	-2%	-6%

Results, repeating the preview:
SMILES	CHX counter	LmPK inh	Shiga toxin inh	Pf growth 48h	Pf growth 96h	AmpC no deterg	TbPYK inhibitor
COc1ccc(S(=O)(=O)N(C)C)cc1NC(=O)CSC(C)C(=O)Nc1cc(C)on1 (stereo not drawn)	.	.	.	-10%	?	-2%	-3%
CCN1C(=O)CC(N2CCN(CC(=O)NC(C)C)CC2)C1=O (stereo not drawn)	-3	-1%	-11	?	1%	-18%	4%
CCOC(=O)CSC1=N/C(=C/c2ccc(-n3cncn3)cc2)C(=O)N1C(C)=O	-4	3%	-3	25%	16%	0%	3%
CCCCn1nc(C(=O)N(C)CC(=O)Nc2cccc(F)c2)c2ccccc2c1=O	.	.	.	?	2%	0%	5%
CC(C)CC(=O)Nc1ccc(C(=O)COc2ccc(-c3nnco3)cc2)cc1	-3	2%	19	?	2.1µM*	-2%	-6%
c1ccc(CCNc2c3c(nc4ncnn24)CCC3)cc1	5	-2%	8	1.5µM*	-30%	-22%	-2%
Cc1nc(NC(=O)c2ccccc2)sc1-c1csc(NCCc2ccccc2)n1	9	-6%	24	.	4.1µM*	-35%	-5%
O=C(Nc1ccccc1C(=O)Nc1nncs1)c1ccccc1	-2	3%	-25	-4%	1%	-50%	-3%
Cc1ccc(CN(CC(=O)NC2CCCC2)C(=O)CSc2nnc(COc3ccccc3)o2)cc1	-2	0%	8	-4%	?	1%	-6%
CCOc1ccc(NC(=O)C2CC(=O)NC(N3CCc4ccccc43)=N2)cc1 (stereo not drawn)	-1	16%	41	11%	.	-8%	-9%
CN(C)c1ccc(C(=O)N2CCN(c3cc(C(F)(F)F)nc4ccccc34)CC2)cc1	-4	8%	28	?	13µM*	109%[activator]	1%
COc1cccc(C(=O)CSc2nnc(CNS(=O)(=O)c3ccc(C)cc3)n2C)c1	-2	9%	-8	-11%	85%[activator]	-2%	-21%
CC(Oc1cccc(Cl)c1)C(=O)Nc1ccncc1 (stereo not drawn)	-1	4%	-4	?	5%	-1%	1%
O=C(CSc1nnnn1-c1ccccc1)N1CCNC1=O	7	1%	23	12%	?	-13%	3%
CCOc1cc(CN2CCN(C(=O)CC(C)C)CC2)ccc1OC	-2	0%	22	13%	26%	27%	-1%
O=c1c2sccc2nc(SCc2cc(=O)n3ccccc3n2)n1-c1ccc(Br)cc1	-5	1%	6	-21%	?	-45%	3%
COc1ccccc1OCc1ccc(C(=O)N2CCCCC2)o1	13*	-1%	26	7%	?	6%	-10%
Cc1ccc2c(c1)N(CC(=O)N1CCOCC1)C(=O)CO2	-3	-4%	-4	17%	-14%	-1%	-1%
Cc1ccc(OC(=O)CCC(=O)NC(C)c2ccccc2)cc1 (stereo not drawn)	-3	3%	-14	10%	158%[activator]	-4%	-4%
COc1ccc(CCN2C(=O)CC(C(N)=O)SC2=Nc2ccccc2)cc1OC (stereo not drawn)	18	2%	1	46%[activator]	?	124%[activator]	-4%
CCOC(=O)CN(C(=O)CSc1nnc(CNc2ccc(F)cc2)o1)c1ccccc1	22*	5%	-6	-24%	0%	25%	-15%
CC(C)C[C@H](NC(=O)c1nc[nH]c1C(=O)NC(c1ccccc1)c1ccccc1)C(=O)OC(C)(C)C	0	1%	8	?	?	-11%	0%
O=C(CSc1nc2ccc(Cl)cc2[nH]1)Nc1ccc2[nH]c(=O)[nH]c2c1	.	.	.	0%	-15%	-34%	-8%
C#CCOCCOCCOCCNc1nc(N2CCN(C(=O)CCCCCCCCCCNC(=O)[C@H](CO)n3cc(CCCSC)nn3)CC2)nc(N2CCN(C(=O)CCCCCCCCCCNC(=O)[C@H](CCCN=C(N)N)n3cc(C[C@@H](C)CC)nn3)CC2)n1	.	.	.	1.5µM*	5.2µM*	211%[activator]	1%
O=C(NCCCC(NC(=O)OCc1ccccc1)C(=O)O)OCc1ccccc1 (stereo not drawn)	-2	3%	-4	4%	6.6µM*	-11%	-5%
COc1ccc([N+](=O)[O-])cc1/C=N/NC(=O)c1nonc1N	3	3%	-16	2%	23%	-11%	3%
Cc1cccc(NC(=O)N[C@@H](C)C(=O)O)c1	-1	-7%	-6	.	-7%	-6%	-6%
Cc1cc(NC(=O)CSc2ccc3nnc(-c4ccc(Cl)cc4)n3n2)no1	-5	6%	-12	.	20%	56%	?
COc1ccc(C(=O)NN2CCCCC2)cc1OC	-2	1%	-10	7%	2%	-8%	2%
COc1ccc(N2CCN(C(=O)CCCn3c(=S)[nH]c4cc5c(cc4c3=O)OCO5)CC2)cc1	-4	2%	-2	-16%	?	-22%	.
CC(C)[C@H](NC(=O)Nc1cccc(Br)c1)C(=O)O	7	-1%	-5	-12%	34%[activator]	-9%	-9%
CC(C)(C)c1ccc(C(=O)NC(=S)N2CCOCC2)cc1	46*	-21%	92*	-80%	2.6µM*	17%	?
CS(=O)(=O)N(CC(=O)N1CCN(Cc2ccc3c(c2)OCO3)CC1)C1CCCCC1	-1	3%	-14	38%[activator]	-52%	68%[activator]	-2%
O=C(Nc1ccccc1N1CCOCC1)c1cccc(S(=O)(=O)Nc2ccccc2F)c1	.	.	.	?	?	-26%	-3%
Cc1nn(-c2cccc(Cl)c2)c2nc(-c3ccco3)cc(C(=O)O)c12	-3	6%	-19	.	?	-41%	0%
COc1cccc(NC(=O)C2C3C=CC4(O3)C2C(=O)N(CCCN2CCCCC2)C4C(=O)NC2CCCCC2)c1 (stereo not drawn)	2	5%	-5	2%	?	9%	-1%
COC(=O)c1ccccc1NC(=O)CN1CCc2ccccc2C1	1	0%	2	12%	-26%	-3%	2%
Cc1cccc(C(=O)N2CCCC(N3CCN(c4ccccc4)CC3)C2)n1 (stereo not drawn)	-1	0%	2	9%	?	1%	-9%
Cc1ccc(S(=O)(=O)NC(=O)c2cc(C)n(CCCN3CCOCC3)c2C)cc1	2	2%	-5	9%	.	-20%	-11%
COc1cc(-c2nc(S(=O)(=O)c3ccc(Cl)cc3)c(N(C)C)o2)cc(OC)c1OC	-2	1%	1	19%	-16%	-13%	24%
Cc1ccc(C#N)c(SCc2ccccc2[N+](=O)[O-])n1	-2	-2%	-10	-13%	9%	-28%	2%
COc1cccc(/C=N/N(C)C2=NS(=O)(=O)c3ccccc32)c1O	-1	1%	2	10%	-1%	-11%	9%
COc1ccc(C(=O)/C(=C/O)N=Nc2ccc(F)cc2)cc1	58*	-2%	76*	i	?	-31%	-25%
Cc1cccc(C2=NN(c3ccccc3)[C@H](CO)[C@H]2c2ccc(Cl)cc2)c1	15	.	i	.	.	-3%	6%
CC(=O)OC(C(=O)NCS(=O)(=O)c1ccc(C)cc1)c1cccnc1 (stereo not drawn)	-2	-1%	-2	22%	1%	-19%	12%
CCN(Cc1ccccc1OC)CC1CCCN(CCc2cccc(OC)c2)C1 (stereo not drawn)	2	0%	0	?	4%	-12%	0%
COc1ccc(N2CC(C(=O)N[C@@H](CC(C)C)C(=O)NC3CCCC3)CC2=O)cc1 (stereo partly drawn)	-3	-2%	19	?	?	-7%	-5%
CC(=O)Nc1ccc(S(=O)(=O)NCCC(=O)NC2CCCCCC2)cc1	.	.	.	-18%	10%	-13%	-5%
CC(=O)OO	.	.	.	-6%	1%	.	2%
CC(C)(C)NC(=O)C(c1ccncc1)N(CC1CCCO1)C(=O)Cn1nnc(-c2ccc(F)cc2)n1 (stereo not drawn)	5	1%	4	-24%	?	25%	-13%
Continued.
SMILES	CHX counter	LmPK inh	Shiga toxin inh	Pf growth 48h	Pf growth 96h	AmpC no deterg	TbPYK inhibitor
Cc1ccn2cc(CCNC(=O)CC(C)(C)C)nc2c1	12	-4%	9	12%	48%[activator]	-16%	-2%
CCCCOc1ccc(C(=O)NCc2ccncc2)cc1	5	2%	-9	11%	.	-9%	-1%
Cc1ccc(OCCn2ccnc2)c(C)c1	5	-1%	-5	-7%	1%	-1%	-7%
CCCc1nc2oc3c(OC)ncnc3c2c2c1COC(C)(C)C2	7	5%	-31	.	6.6µM*	-10%	-1%
CCn1c(CN2CCOCC2)nnc1SCC(=O)Nc1ccc(C(C)=O)cc1	-1	-6%	-3	?	?	-7%	1%
Cc1ccc(-n2nnnc2SCn2nnc3ccccc3c2=O)cc1	62*	-2%	95*	131%[activator]	.	-7%	-5%
Cc1cc2cc(CNC(=O)c3cccc([N+](=O)[O-])c3)ccc2[nH]1	0	6%	-11	-6%	-17%	-33%	7%
CC1(C)Cc2nc3sc(C(N)=O)c(N)c3cc2CO1	31*	-12%	31	38%[activator]	48%[activator]	-9%	1%
COc1ccc(C2C(=O)N(C3CCCCC3)CC(=O)N2CCc2ccccc2)cc1OC (stereo not drawn)	-3	-2%	-11	-11%	.	58%	4%
COCCn1nnnc1C(c1cccs1)N1CCN(c2ccccc2)CC1 (stereo not drawn)	-1	6%	-8	-16%	?	32%	-10%
Cc1ccc(/C=C2\C(=O)NC(=S)N(c3ccccc3F)C2=O)s1	4	8%	8	7%	4%	-31%	32µM*
CCN(CC)c1ccc(N2C(=O)/C(=C\c3cccnc3)SC2=S)cc1	-2	0%	25	?	51%[activator]	-25%	2%
CC[C@@H](C(=O)n1nc(C)cc1C)[C@H](NS(=O)(=O)c1ccc(C)cc1)c1ccccc1	-4	3%	-3	.	?	-11%	6%
CCCCNC(=O)NNC(=O)COc1cccc(C)c1C	-2	-6%	-5	-13%	27%	-11%	4%
Cc1ccccc1C(=O)c1c[nH]c(C(=O)NCCCn2ccnc2)c1	-7	0%	-17	-15%	-13%	-4%	-17%
O=C(O)C1CC(=O)N(c2ccc(Br)cc2)C1 (stereo not drawn)	-2	-5%	14	23%	10%	-15%	3%
COCCCn1c(SCc2nnc(-c3ccccc3)o2)nc2sc3c(c2c1=O)CCC3	-3	1%	-8	-8%	126%[activator]	-2%	-8%
CN1CCN(CC(=O)Nc2cc(N(C)C)nc3ccccc23)CC1	3	1%	38	-10%	?	-11%	-2%
CNc1ccc(Cl)nn1	1	-4%	-4	2%	?	-6%	2%
Cc1nn(CC(=O)NCc2ccc(OC(C)C)cc2)c(=O)c2cc(-c3ccccc3)nn12	8	-2%	-3	33%[activator]	1%	-7%	-5%
